High-throughput results from PubChem BioAssay.
BRCA1 expr up: BRCA1 expression activation | 380,000 compounds, 1.1% hits | Potency, µM (titrated, usually from 46.1 µM), inactives show at the top dose activation, actives largely listed as activators | MCF7-BRCA1-FFLuc reporter, luminescence, 48 h; response scale: scaled: vehicle 0%, 10 µM genistein 100% | AID 624202; further: nearly all actives have a fitted effect of over 80% in size; some results filed as inactive show a strong effect at the top dose
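Compounds are tested at multiple concentrations on MCF7 BRCA1-luciferase reporter cells seeded at 2000 per well; after 48 h, a single luminescence end-point is taken and curves fitted to the normalized data.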
FLuc modulator: inhibits or activates purified firefly luciferase, miR-21 counter-screen. purified FLuc, Km substrates, luminescence inhibition. Potency, µM (top dose mostly 57.5 µM), for the others: at the top dose activity change, negative = inhibition, most hits filed as inhibitors. 360,000 compounds, 6.9% hits;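 further: plate controls were vehicle for no effect and reference inhibitor for full effect; nearly all actives have a fitted effect of over 55% in size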
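Purified P. pyralis luciferase, 10 nM final, with Km-level 10 uM D-luciferin and 10 uM ATP in 50 mM Tris acetate pH 7.5, 10 mM Mg acetate, 0.01% Tween-20, 0.05% BSA; 6-point qHTS titration about 60 µM downward; luminescence read.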
Rab9 promoter act: activates the Rab9 promoter; Huh7 Rab9 promoter-luciferase reporter, luminescence, 24 h; AID 485297; Potency, µM (series often up to 9.22 µM), for the others: top-dose activation, negative = inhibition, usual class: activators; 320,000 compounds, 2.8% hits; further: % of control where 0% means no effect; nearly all actives have a fitted effect of over 60% in size
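Cell-based reporter: Huh7 stable for Rab9 promoter-driven luciferase, plated in reduced-serum medium with 10% FBS at 1500 cells/well, compound-treated 24 h at 37 °C, luminescence read after 10 min reagent.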
RORgamma inh: ROR gamma (mouse) transcription inhibition | Drosophila S2 Gal4-RORgamma UAS-luciferase reporter, 20 h | Potency, µM (titrated, usually from 53.6 µM), without a hit: at the highest dose activity change, negative = inhibition, usual class: inhibitors | 310,000 compounds, 5.4% hits | AID 2551; further: on the % scale 0 is the no-effect control and ±100 the full control effect; nearly all actives have a fitted effect of over 60% in size
Target sequence (P51450 whole entry, looked up, the tested form may be a part): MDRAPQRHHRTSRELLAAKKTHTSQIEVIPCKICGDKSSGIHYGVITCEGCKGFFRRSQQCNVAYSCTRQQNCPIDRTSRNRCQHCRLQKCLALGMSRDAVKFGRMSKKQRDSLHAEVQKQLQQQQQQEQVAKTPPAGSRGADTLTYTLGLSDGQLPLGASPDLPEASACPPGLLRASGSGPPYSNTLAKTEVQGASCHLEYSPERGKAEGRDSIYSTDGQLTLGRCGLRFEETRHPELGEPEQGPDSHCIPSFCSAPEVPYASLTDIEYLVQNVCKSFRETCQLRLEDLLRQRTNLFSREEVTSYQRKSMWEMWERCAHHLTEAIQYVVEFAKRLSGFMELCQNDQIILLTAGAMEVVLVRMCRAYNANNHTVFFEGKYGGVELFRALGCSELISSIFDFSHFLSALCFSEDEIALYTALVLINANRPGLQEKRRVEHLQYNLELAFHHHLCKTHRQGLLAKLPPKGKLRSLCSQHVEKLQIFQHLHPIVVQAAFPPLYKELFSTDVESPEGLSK
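Using a luciferase readout, inhibitors were identified by reduced reporter activity in Drosophila cells coexpressing a copper-inducible Gal4–ROR gamma fusion and UAS-driven Photinus luciferase, incubated 20 hr after 700 uM copper sulfate.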
MBNL1 CUG block: inhibitors of human MBNL1 binding to CUG repeat RNA; TR-FRET MBNL1-His/biotin-(CUG)12 binding, 665/545 ratio; Potency, µM (titrated, usually from 57.5 µM), without a hit: at the highest dose activity change, negative = inhibition, hits mostly inhibitors; 280,000 compounds, 0.036% hits; active means well fitted inhibition curve with a large enough effect in the signal ratio, with a control signal flat, not every such curve was filed as active; inconclusive means small, poorly fitted or top-dose-only effect, or effect the other way, or a change in a side signal; inactive means no such curve, though single readings can be large or run the other way; the % refers to the signal ratio; further: on the % scale 0 is the no-effect control and ±100 the full control effect
Target sequence (Q9NR56 whole entry, looked up): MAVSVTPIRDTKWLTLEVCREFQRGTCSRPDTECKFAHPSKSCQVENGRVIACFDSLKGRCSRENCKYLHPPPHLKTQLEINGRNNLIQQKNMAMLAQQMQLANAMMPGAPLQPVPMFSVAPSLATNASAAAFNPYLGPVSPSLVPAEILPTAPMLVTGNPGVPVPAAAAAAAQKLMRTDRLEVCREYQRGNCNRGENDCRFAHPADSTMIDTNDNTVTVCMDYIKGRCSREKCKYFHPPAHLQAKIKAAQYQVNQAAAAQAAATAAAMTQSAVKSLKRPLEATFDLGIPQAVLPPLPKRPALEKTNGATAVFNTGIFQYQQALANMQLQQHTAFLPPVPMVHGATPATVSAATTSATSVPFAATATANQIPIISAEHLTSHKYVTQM
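Ratiometric TR-FRET (665 over 545 nm, excitation 340 nm) tracks disruption of MBNL1-His/biotin-(CUG)12 complex after 60 min at room temperature, with compounds at 92 nM to 58 uM final.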
p53 reactivator: re-activators of mutant p53; H1299 p53-A138V BP100-luciferase reporter, luminescence, 24 h; Potency, µM (doses to about 92.2 µM), for inactives: at the top dose activity change, positive = activation, usual class: activators; 320,000 compounds, 0.063% hits; AID 504706; further: % of control where 0% means no effect; nearly all actives have a fitted effect of over 45% in size
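p53-null H1299 cells stably carrying temperature-sensitive p53-A138V and a BP100-luciferase reporter were pinned with compounds (4-point, 1:5 series) and held 24 hrs at 37 deg C. Luminescence was read 10 min after detection reagent.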
ELG1 genotoxic: induces genotoxicity in HEK293T cells with luciferase-tagged ELG1; HEK293T ELG1-luciferase reporter, luminescence, 16 h; Potency, µM (highest dose often 46 µM), inactives show at the highest dose activity change, positive = activation, hits mostly activators; 330,000 compounds, 1.3% hits; AID 504466; further: % of control where 0% means no effect; nearly all actives have a fitted effect of over 60% in size
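After overnight (16 hr) compound treatment at 37 °C, ELG1-luciferase HEK293T cells were lysed with ONE-Glo; luminescence quantified 30 min later at room temperature.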
uPA surface inh: inhibitors of cell surface uPA generation | cell surface uPA generation assay, qHTS | Potency, µM (doses to about 38.3 µM), inactives show at the top dose activity change, negative = inhibition, hits mostly inhibitors | 330,000 compounds, 0.31% hits; active means well fitted inhibition curve with a large enough effect; inconclusive means small, poorly fitted or top-dose-only effect; inactive means no such curve, though single readings can be large or run the other way; tested in mouse RAW 264.7 cells; further: on the % scale 0 is the no-effect control and ±100 the full control effect; nearly all actives have a fitted effect of over 55% in size
NPC1 promoter act: activators of NPC1 promoter; Huh7 NPC1 promoter luciferase reporter, 24 h; Potency, µM (highest dose often 9.22 µM), for inactives: at the highest dose activation, hits mostly activators; 320,000 compounds, 2.4% hits;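 further: % of control where 0% means no effect; nearly all actives have a fitted effect of over 60% in size; reporter is driven by a mutant NPC1 promoter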
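Cells: Huh7 expressing luciferase under the NPC1 promoter, 1500/well. Seeded 2 h, compound added, incubated 24 h at 37 °C. Luciferase reagent, 10 min ambient, then luminescence.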
VP16 counter: counter-screen for ROR gamma inhibitors: Gal4-VP16 reporter; AID 2546; 310,000 compounds, 3.5% hits; Potency, µM (doses to about 53.6 µM), for the others: at the top dose activity, negative = inhibition, actives largely listed as inhibitors; Drosophila S2 Gal4-VP16 UAS-luciferase, luminescence, 20 h;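 further: Gal4-VP16 expression switched on by copper sulfate through the metallothionein promoter; on the % scale 0 is the no-effect control and ±100 the full control effect; nearly all actives have a fitted effect of over 50% in size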
An asterisk follows results filed as active; u = inconclusive; x = no result given; & = joins results of further samples; [ ] = another dose, or the depositor's remark. Unless noted, the call rests on the fitted dose curve; in most records, active means well fitted curve in the direction sought with a large enough effect; inconclusive means small, poorly fitted or top-dose-only effect, or another doubt; inactive means no such curve, though single readings can be large; an effect the other way counts as inactive or inconclusive. Potency means the concentration at half of the fitted maximal effect. Not a hit list. About 13% of those tested had a hit in this group.

The line under a structure holds: BRCA1 expr up | FLuc modulator | Rab9 promoter act | RORgamma inh | MBNL1 CUG block | p53 reactivator | ELG1 genotoxic | uPA surface inh | NPC1 promoter act | VP16 counter
(1) O=[N+]([O-])c1cccc(/C=N/n2c(C3CCCCC3)n[nH]c2=S)c1
    -24.1% | 3.0% | -1.6% | 3.98µM* | -3.3% | -16.6% | 3.9% | 5.8% | 3.5% | 4.47µM*
(2) Nc1nc(SCc2ccc(Cl)cc2Cl)ns1
    18.1% | u | 2.0% | 22.7% | u | 15.6% | 8.6% | x | 1.2% | u
(3) COc1ccc(-c2cn(Cc3ccc(C)cc3)nn2)cc1
    8.91µM* | u | 2.82µM* | -14.0% | 1.8% | x | u | -5.1% | 3.98µM* | -1.6%
(4) COc1cc2c(cc1NC(=O)CSc1nnc(Cc3cccs3)n1Cc1ccco1)oc1ccccc12
    -89.9% | -18.2% | -0.4% | -4.3% | 2.5% | 0.7% | -8.0% | x | 1.6% | -4.5%
(5) COc1cc2c(cc1OC)C(c1ccc(OC)c(OC)c1OC)CC(=O)N2 (stereo not given)
    -18.0% | -0.9% | -0.4% | 11.0% | 0.8% | u | 11.9% | u | -4.6% | 3.5%
(6) Cc1noc(C)c1C(=O)N1CCCC1
    -7.1% | 0.2% | -3.3% | 0.6% | 5.0% | -3.0% | 0.7% | 3.4% | -6.0% | -1.0%
(7) O=C(OCC(=O)N1CCOCC1)c1ccc(Cl)c(S(=O)(=O)N2CCc3ccccc32)c1
    -19.5% | x | x | x | x | -2.9% | -6.5% | -5.4% | x | x
(8) O=C(CCCOc1ccccc1)N1CCCc2ccccc21
    u | u | x | 23.3% | -6.5% | x | x | 1.6% | x | u
(9) Cc1cccc(C(=O)N/N=C/c2coc3ccccc3c2=O)c1
    1.5% | -8.5% | -1.7% | -24.2% | -4.1% | -13.2% | -6.9% | 7.5% | -3.4% | -22.7%
(10) O=C(CCSc1ccc(Cl)cc1)c1cccs1
    -55.5% | u | -1.1% | u | 2.2% | -34.4%[inhibitor] | -19.8% | -9.0% | 0.8% | u
(11) Cc1cc(C(C)(C)C)ccc1OCCCCN1CCCC1
    -39.2% | 2.0% | -1.1% | 93.1% | 1.6% | 0.0% | -1.8% | -1.7% | -1.2% | u
(12) CC(CN1CCN(C)CC1)OC(=O)c1ccc(Cl)cc1 (stereo not given)
    -0.1% | 1.7% | -2.2% | -7.9% | 8.8% | u | -0.3% | -2.2% | 7.9% | -0.1%
(13) CS(=O)(=O)N(CC(=O)Nc1cccc(Br)c1)Cc1ccccc1
    10.9% | 1.1% | -2.8% | -6.6% | 0.7% | 4.6% | -6.0% | 1.2% | 1.2% | 1.3%
(14) Cc1oc(-c2ccccc2)nc1CS(=O)CC(=O)NC1CCCC1 (stereo not given)
    -12.1% | 2.2% | 1.7% | -2.2% | 8.4% | 14.3% | -3.8% | -16.9% | 1.4% | -3.5%
(15) O=C(CCc1ccc(Oc2cc([N+](=O)[O-])cc([N+](=O)[O-])c2)cc1)NC1CCCC1
    -43.6% | -0.6% | -7.4% | -5.1% | x | -1.2% | -0.5% | -15.4% | -2.2% | -0.1%
(16) O=P(CCCCCCCCCP(=O)(c1ccccc1)c1ccccc1)(c1ccccc1)c1ccccc1
    -106.5% | 0.6% | -5.4% | u | u | -22.5% | -17.2% | -15.4% | -6.1% | u
(17) Cc1ccccc1-n1nc2c(c1NC(=O)c1cccc(F)c1)CS(=O)C2 (stereo not given)
    -11.8% | 2.5% | 5.4% | 1.2% | -7.0% | 0.5% | -0.6% | -5.9% | 0.7% | -7.0%
(18) Cc1ccc(NC(=O)COC(=O)c2cccnc2Cl)cc1S(=O)(=O)N1CCCCC1
    -2.2% | -1.2% | -5.5% | 17.9% | 0.9% | 0.5% | -0.1% | -4.7% | -14.8% | -5.3%
(19) Nc1nc2c([N+](=O)[O-])cccc2s1
    -26.7% | -1.6% | -3.6% | 4.6% | u | -4.2% | u | -22.7% | -4.1% | 2.6%
(20) Cc1c(C(=O)Nc2ccc3nc(N4CCOCC4)sc3c2)oc2ccccc12
    -36.7% | u | -4.5% | x | x | -2.6% | -5.0% | 12.4% | 0.8% | x
(21) COC(=O)C1(C)NC(c2ccc(Cl)cc2)C2C(=O)N(c3ccccc3)C(=O)C21 (stereo not given)
    -7.5% | 4.9% | 3.2% | 2.7% | 8.5% | x | -0.4% | 4.2% | -5.8% | -9.6%
(22) COc1ccc(C(=O)NC2CCN(S(=O)(=O)Cc3ccccc3)CC2)c(OC)c1
    -9.9% | 0.9% | -3.4% | 6.0% | -3.5% | -1.7% | 11.2% | 2.4% | 1.8% | 0.5%
(23) COc1ccccc1CCc1nnc(CCC(=O)NCCOc2cccnc2)o1
    18.0% | 2.0% | -1.9% | -14.6% | -11.6% | 4.5% | 3.4% | 2.3% | 0.1% | 4.2%
(24) O=C(COC(=O)c1cc(F)c(F)cc1Cl)NC1CC1
    20.5% | -2.1% | 4.9% | -27.8% | x | 0.3% | -3.5% | -0.3% | 8.2% | 2.7%
(25) Cc1cccc(NC(=O)c2nc[nH]c2C(=O)NCC(=O)OCc2ccccc2)c1
    0.0% | u | -10.9% | 12.6µM* | -5.7% | 2.9% | -7.0% | -15.4% | 0.2% | u
(26) CCCCN(Cc1ccco1)S(=O)(=O)c1ccc(-c2ccc(=O)[nH]n2)s1
    3.4% | 0.6% | -5.2% | 21.9% | u | -1.4% | 2.2% | 4.4% | 0.1% | -0.7%
(27) CCOC(=O)Cc1csc(NC(=O)CSc2nnc(-c3cccnc3)n2Cc2ccco2)n1
    6.0% | -0.8% | -0.3% | u | u | -3.1% | 1.0% | 2.9% | -3.4% | -9.5%
(28) COC(=O)CC1=C(C(=O)OC)C(c2ccc3c(c2Cl)OCO3)C(C#N)=C(N)O1 (stereo not given)
    1.4% | -0.3% | -3.6% | 4.3% | -3.0% | 3.6% | -6.9% | x | 6.3% | u
(29) O=C(/C=C/c1cccc([N+](=O)[O-])c1)NCCSc1ccccc1
    77.8% | -14.7% | 6.8% | u | u | 7.6% | 0.8% | 1.9% | -0.2% | 23.2%
(30) O=C(Cn1cc2c(n1)CCCCC2)N1CCc2ccccc2C1
    -2.0% | 2.4% | 2.1% | -4.5% | u | 2.8% | 16.5% | 4.8% | -2.1% | 4.7%
(31) Cc1c(C(=O)N(Cc2ccc(N(C)C)cc2)C2CCS(=O)(=O)C2)oc2ccccc12 (stereo not given)
    -6.2% | -1.9%&0.6% | -4.5% | 12.4% | 2.4% | -4.9% | 0.7% | 3.1% | -1.6% | 4.7%
(32) CC1CCN(c2c(NCC3CCC(C(=O)NC4CCCCCC4)CC3)c(=O)c2=O)CC1 (stereo not given)
    -0.2% | 2.2% | -4.2% | 2.1% | 2.2% | -2.4% | -3.9% | 0.5% | -3.7% | 4.1%
(33) Nc1c(C(=O)NCc2ccco2)c2nc3ccccc3nc2n1CCc1ccc(F)cc1
    -55.6% | -5.1% | -3.6% | -18.8% | 5.6% | -9.1% | -12.7% | -9.4% | 4.0% | u
(34) C=C(C)c1cccc(C(C)(C)NC(=O)NCc2ccc(OC)cc2)c1
    -1.6% | 5.7% | 1.8% | -24.4% | -9.3% | 10.3% | -1.1% | 3.4% | 0.4% | -20.4%
(35) COc1ccc(C(=O)Nc2ccccc2NC(=O)c2ccco2)c(OC)c1
    -19.2% | -2.6% | -9.2% | 4.4% | -3.3% | -4.3% | -4.8% | 10.9% | 0.6% | -0.7%
(36) CCCCN(C)C(=O)c1nc2ccccn2c1CNC1CCC1
    -23.5% | -0.1% | -2.6% | 10.2% | -1.2% | 2.3% | -2.5% | 0.4% | -2.2% | 3.8%
(37) NS(=O)(=O)c1ccc(CCn2c(=S)[nH]c3ccccc3c2=O)cc1
    -1.0% | -2.5% | -8.0% | u | 14.5% | -2.2% | -3.1% | 1.5% | -0.8% | 1.5%
(38) COc1ccc(SCCN2CCN(C)CCC2=O)cc1
    -3.9% | 1.5% | -6.1% | 2.8%&-13.6% | -13.2% | -1.2% | 5.6% | 1.0% | 1.3% | 4.4%&4.1%
(39) O=C(CCN1C(=O)c2ccccc2C1=O)NC1=NCCS1
    -37.7% | 3.3% | -0.5% | -9.4% | 3.6% | -0.7% | -5.5% | 3.4% | 4.6% | 0.0%
(40) O=C(COC(=O)C1CC1)Nc1ccc([N+](=O)[O-])cc1C(F)(F)F
    -1.9% | -0.4% | -0.4% | x | x | 4.0% | -0.7% | -2.6% | -0.4% | x
(41) COc1ccc(N2CCN(C(=O)Cn3cnc4c3c(=O)n(C)c(=O)n4C)CC2)cc1
    -10.2% | -2.5% | 0.2% | -1.4% | -2.0% | -4.4% | -8.6% | 5.4% | 0.8% | 5.7%
(42) O=C(COc1ccccc1CNCc1ccccc1)Nc1ccccc1
    -56.9% | -1.9% | -0.8% | u | 0.0% | 8.6% | -0.3% | x | -3.3% | 7.0%
(43) O=C(CSc1nnc(-c2c[nH]c3ccccc23)o1)N1c2ccccc2CCc2ccccc21
    -77.6% | 3.3% | -17.3% | u | 11.9% | -1.3% | -15.8% | 5.7% | -4.5% | 6.0%
(44) CN(C(=O)COC(=O)c1ccc2ccccc2n1)C1CCCCC1
    0.7% | x | x | x | x | 10.1% | -2.2% | -1.9% | x | x
(45) O=S(=O)(c1ccc(SCc2cccc(Cl)c2)nc1)N1CCCC1
    0.9% | 3.3% | -0.2% | x | x | x | -4.4% | -3.6% | 0.4% | x
